Assay outcomes: PubChem BioAssay, National Center for Advancing Translational Sciences (NCATS)
D3 antag = antagonists of human D3 dopamine receptor; P35462; D3R cells, DiscoveRx beta-arrestin luminescence, antagonist mode; stronger effect = lower value; max response, negative = inhibition, %; 360,000 compounds, 2.5% hits; in the data active = max response below about -50%; inconclusive = no clear call, values can overlap the other calls; also: % is scaled to controls: 0 for no effect and ±100 for the full control effect; mostly tested at two doses, the higher about 12 µM
Target sequence (P35462 whole entry, looked up): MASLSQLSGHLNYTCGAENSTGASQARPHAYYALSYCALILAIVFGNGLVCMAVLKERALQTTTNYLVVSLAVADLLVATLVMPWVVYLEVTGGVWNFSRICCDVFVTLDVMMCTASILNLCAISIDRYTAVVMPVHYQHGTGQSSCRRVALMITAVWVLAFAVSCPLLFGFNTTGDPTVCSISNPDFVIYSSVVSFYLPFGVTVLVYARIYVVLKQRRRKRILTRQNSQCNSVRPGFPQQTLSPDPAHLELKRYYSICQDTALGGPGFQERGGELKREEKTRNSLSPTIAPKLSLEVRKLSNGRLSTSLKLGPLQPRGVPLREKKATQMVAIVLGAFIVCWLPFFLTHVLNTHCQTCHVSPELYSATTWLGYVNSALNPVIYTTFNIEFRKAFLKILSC
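Cells expressing the human receptor were seeded at 1500 cells/well, incubated overnight at 37 degrees C in 5% CO2, then exposed to library compounds with dopamine controls for 90 minutes at 37 degrees C before luminescent detection.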
DRD3 agonist = agonists of human D3 dopamine receptor; P35462; D3R DiscoveRx beta-arrestin cells, luminescence, 90 min; AID 652048; max activation, %; 410,000 compounds, 0.58% hits; in the data active = max activation above about 30%; also: 0% is about no effect; mostly tested at two doses, the higher about 12 µM
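Cells at 1500/well, incubated overnight, then treated with pinned compounds (dopamine as control) for 90 min at 37 degrees C. DiscoveRx reagent added for 30 - 60 minutes at room temperature; luminescence read.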
GLP-1R agonist = activates the human GLP-1 receptor; HEK293 GLP-1R CRE-luciferase, luminescence, 4-6 h; cells express a hypersensitive GLP-1R form; Potency, µM (highest dose often 45.6 µM), inactives show at the highest dose activation, actives largely listed as activators; 380,000 compounds, 0.007% hits; AID 624172; also: potency is read from the fitted curve at half-maximal effect; % of control where 0% means no effect
Target sequence (P43220 whole entry, looked up): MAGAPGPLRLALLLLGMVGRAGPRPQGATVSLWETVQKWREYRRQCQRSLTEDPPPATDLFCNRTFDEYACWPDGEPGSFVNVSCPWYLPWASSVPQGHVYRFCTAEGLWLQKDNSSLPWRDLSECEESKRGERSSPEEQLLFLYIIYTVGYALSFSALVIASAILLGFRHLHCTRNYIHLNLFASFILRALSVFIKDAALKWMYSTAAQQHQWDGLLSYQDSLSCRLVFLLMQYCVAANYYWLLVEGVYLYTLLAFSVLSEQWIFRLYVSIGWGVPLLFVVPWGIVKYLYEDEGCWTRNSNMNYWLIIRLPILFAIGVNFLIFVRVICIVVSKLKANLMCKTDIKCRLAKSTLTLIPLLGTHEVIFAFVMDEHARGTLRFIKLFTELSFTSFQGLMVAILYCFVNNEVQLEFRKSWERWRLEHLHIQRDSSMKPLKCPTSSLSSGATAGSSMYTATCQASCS
WRN inhibitor = inhibitors of human WRN helicase. Q14191. WRN helicase unwinding, fluorescent forked duplex, kinetic. Potency, µM (titrated, usually from 114 µM), for inactives: top-dose activity change, negative = inhibition, usual class: inhibitors. 360,000 compounds, 0.46% hits. AID 651768; also: potency is read from the fitted curve at half-maximal effect; % is scaled to controls: 0 for no effect and ±100 for the full control effect; nearly all actives have a fitted effect of over 55% in size
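Kinetic red-fluorescence monitoring (525/598 nm) tracks WRN helicase activity after 100 nM fluorophore-quencher forked duplex and 2 mM ATP are added to 20 nM enzyme pretreated 15 min at room temperature with compound.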
GLP1R cytotox = cytotoxicity counter-screen for GLP-1 receptor inverse agonists. 410,000 compounds, 0.13% hits. Potency, µM (doses to about 38.3 µM), for inactives: at the top dose activity change, negative = inhibition, actives largely listed as inhibitors. HEK293 cAMP-luciferase reporter cells, luminescence, 24 h;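 also: loss of luciferase light is scored as toxicity; potency is read from the fitted curve at half-maximal effect; % is scaled to controls: 0 for no effect and ±100 for the full control effect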
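1536-well qHTS counterscreen of the MLSMR; 200 cells/uL, 12 h pre-incubation, 23 nL cpd, 24 h at 37 deg C 5% CO2, luciferase detection reagent, 12 min RT, luminescence. Inhibition = undesired.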
IL-2 act = activates IL-2 in a cell-based reporter assay; IL-2 activation reporter assay, cell-based qHTS; stimulated with anti-CD3/CD4/CD28 beads; in transgenic mouse T cells; activation, % (series mostly up to about 46 µM); 360,000 compounds, 0.065% hits; AID 652025; in the data active = activation above about 50%; inconclusive = mostly about 30% to 49%; also: 0% is about no effect
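EGFP and DsRed fluorescence is measured by plate cytometry in unstimulated transgenic mouse T cells exposed to compound for 60 minutes, then stimulated 18 hours at 37 degrees C with anti-CD3/anti-CD4 beads plus anti-CD28.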
PI5P4Ka inh = PI5P4K alpha (human) kinase inhibition | 330,000 compounds, 1.2% hits | P48426 | max response, % | AID 652105 | PI5P4Kalpha enzyme, ADP-Glo luminescence, 60 min; stronger effect = lower value; active = max response of -50% or lower; inconclusive = between -30% and -50%; inactive = -30% or higher; also: value at the top dose of about 77 µM; % is scaled to controls: 0 for no effect and ±100 for the full control effect
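Quantitative HTS of the MLSMR library against PI5P4Kalpha with substrate. ATP added last at 5 microM final; room temperature, 60 minutes. Remaining ATP depleted, ADP converted and read as luminescence.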
GLP-1R inv ag = inverse agonists of human GLP-1 receptor. HEK293 GLP-1R CRE-luciferase, luminescence, 24 h; GLP-1R form is constitutively active. Potency, µM (doses to about 38.3 µM), inactives show top-dose activity change, negative = inhibition, actives largely listed as inhibitors. 410,000 compounds, 1.6% hits. AID 624417; also: potency is read from the fitted curve at half-maximal effect; % is scaled to controls: 0 for no effect and ±100 for the full control effect; nearly all actives have a fitted effect of over 55% in size
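Inverse agonists were sought by their lowering of basal cAMP reporter luciferase output in HEK293 cells stably carrying constitutively active human GLP-1R, after 24 h compound treatment.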
PLK1 PBD block = inhibitors of human PLK1 polo-box domain binding; 360,000 compounds, 2.8% hits; Plk1 PBD binding of FITC phosphopeptide, fluorescence polarization; Potency, µM, for inactives: max response, negative = inhibition, usual class: inhibitors; P53350; also: potency is read from the fitted curve at half-maximal effect; series mostly up to about 57 µM; % is scaled to controls: 0 for no effect and ±100 for the full control effect; nearly all actives have a fitted effect of over 65% in size
* marks the source's active call; other numbers are inactive results; ? = inconclusive; . = no result given; & = joins results of further samples; [ ] = remark or other dose. Unless noted, calls follow the shape of the dose curve; as a rule, active = well fitted curve in the direction sought with a large enough effect; inconclusive = small, poorly fitted or top-dose-only effect, or another doubt; inactive = no such curve, though single readings can be large; an effect the other way counts as inactive or inconclusive. An unsorted share of the library, and some 7.8% of all compounds hit somewhere here.

Every second line gives: DRD3 agonist	GLP-1R inv ag	GLP1R cytotox	WRN inhibitor	IL-2 act	D3 antag	GLP-1R agonist	PI5P4Ka inh	PLK1 PBD block
1	O=C(CSc1nnnn1-c1cccc2c1CCCC2)NC1CCCC1
 : 3	?	-10%	4%	0.2	17	-5%	-4	1%
2	CCOC(=O)C1(S(=O)(=O)c2ccccc2)CCN(Cc2ccccc2)CC1
 : 0	0%	1%	-1%	-0.4	-11	-3%	.	4%
3	O=C(NCc1ccccn1)c1ccc(OC2CCN(Cc3ccc(F)cc3F)CC2)cc1
 : -14	?	-10%	-6%	-1.4	0	11%	1	-14%
4	C=CCNc1nc(-c2ccc(OC)cc2OC)cs1
 : 2	?	-14%	-3%	0.7	-15	21%	.	-1%
5	CCCOc1ccc(CNC(=O)Cc2cccs2)cc1
 : -1	2%	6%	-6%[57.1 µM]	-1.2	-7	6%	-2	-3%
6	O=C(OCC(=O)N1CCOCC1)c1c(Cl)ccc(Cl)c1Cl
 : 2	16%	-9%	-8%	0.8	16	15%	5	0%
7	Cc1cc(C)nc(SCc2ccc(C(=O)N/N=C/C3CCCCC3)cc2)n1
 : 5	43%[activator]	10%	-1%	1.7	9	11%	-1	-6%
8	Cc1sc(Cc2nc(O)cs2)nc1-c1ccccc1
 : 3	48%[activator]	-9%	3%[57.1 µM]	0.9	-26	2%	-14	-15%
9	C[C@@H]1CN([C@H](C)CO)C(=O)CCCn2nncc2CO[C@@H]1CN(C)S(=O)(=O)c1cn(C)cn1
 : -10	15%	4%	5%	-0.5	-25	15%	4	-17%
10	CCOC(=O)c1c(C)nc(-c2ccccc2)nc1NC(C)=O
 : 1	9%	53%[activator]	1%	-0.1	9	21%	5	-9%
11	Cc1ccc(C)c(NC(=O)CN(C)C(=O)Cn2c(=O)oc3ccccc32)c1
 : -1	3%	0%	3%	1.1	-22	-5%	4	2%
12	O=C(NCCCc1ccccc1)C1CCC(CNc2c(N3CCCCC3)c(=O)c2=O)CC1 (stereo unspecified)
 : 7	35%[activator]	10%	7%	0.0	-18	20%	-2	-8%
13	CN1CCN(CCC(=O)Nc2ccccc2Cl)CC1
 : 8	1%	-6%	-7%	-0.3	-8	7%	-1	-4%
14	Cc1cc(C)c(C)c(C(=O)COC(=O)CNC(=O)CN2C(=O)c3ccccc3C2=O)c1C
 : 2	2%	4%	-4%	-3.1	18	10%	-1	3%
15	CCOC(=O)c1ccc(COc2ccc(C(C)C)cc2)o1
 : 5	?	2%	2%	-3.8	12	6%	1	1%
16	O=C(Cc1ccc([N+](=O)[O-])cc1)c1ccccc1
 : 1	-4%	-2%	1%	-1.6	3	-5%	0	0%
17	Cc1cc(C(C)(C)C)c(O)c(C)c1CC1=NCCN1
 : -44&6	?	2%	.	-0.4	-98*	-4%&24%	5	-16%
18	CCCn1c(=O)c(C(=O)Nc2cccc(C)c2)c(O)c2ccccc21
 : 5	6%	5%	7%	-1.1	14	9%	15	-15%
19	CCN(CC)C(=O)CSc1nnc([C@@H](N)C(C)C)o1
 : 3	8%	-9%	-1%	-3.4	4	-2%	-2	1%
20	O=C(NNC(=O)C1CCCCC1)c1ccco1
 : 10	16%	0%	10%	1.3	13	7%	-8	-3%
21	COc1ccc(C(=O)NNC(=O)Cc2ccc(Cl)cc2)cc1
 : 2	-3%	-6%	-2%	0.3	3	4%	7	-1%
22	O=C(CN1CCCCC1)NC1CCc2cc3c(cc21)CCC3 (stereo unspecified)
 : -2	?	-10%	-16%	0.4	-5	-4%	8	-8%
23	COc1ccc(N2CCN(C(=O)C3CCN(C(=O)c4cccc(Cl)c4)CC3)CC2)cc1
 : 5	-16%	-4%	8%	-0.2	10	8%	0	-7%
24	CCn1cc(C(=O)NCC(OC)OC)c(=O)c2cc(S(=O)(=O)N3CCC(C)CC3)ccc21
 : 1	-18%	-18%	2%	0.3	16	-7%	1	12%
25	O=C(Nc1ccccc1-c1ccccc1)NC1CC2CCCC(C1)N2Cc1ccc(F)cc1 (stereo unspecified)
 : -8	?	-16%	-3%	-0.2	-101*	-4%	-6	-1%
26	Cc1cccc(NC(=O)CSC2=NN3CCCC(=O)N=C3S2)c1C
 : 0	3%	4%	-8%	0.4	5	-6%	-10	-11%
27	Cc1ccnc(NC(=O)CNC(=O)C23CC4CC(CC(C4)C2)C3)c1
 : 6	5%	-5%	9%	-5.2	-10	13%	-5	-4%
28	O=C(Nc1ccccc1F)N1CCc2ccccc2C1
 : -11	?	11%	0%	1.0	-2	-1%	-3	0%
29	O=C(Cn1ncc2c3ccccc3n(Cc3ccc(Cl)cc3)c2c1=O)NCCCN1CCCC1=O
 : 4	2%	-10%	-1%	-1.7	7	-4%	-1	-2%
30	C#CCOCCOCCOCCNc1nc(N2CCOCC2)nc(N2CCN(C(=O)[C@H](Cc3cc4ccccc4[nH]3)n3cc([C@@H](N)CC(C)C)nn3)CC2)n1
 : -12	-17%	2%	-10%	-0.1	-1	-1%	0	0%
31	O=C(Nc1ccccc1)N1CCN(c2ccc(C(F)(F)F)cn2)CC1
 : 4	0%	-3%	-8%	-0.8	19	6%	.	-2%
32	Cc1cc(C)nc(N=Nc2c(O)n(Cc3ccc(Cl)cc3)c3ccccc23)n1
 : -2	2%	-27%	-18%	0.1	-21	6%	-3	-10%
33	CCOc1ccc(-n2cnc3sc4c(c3c2=O)CCCC4)cc1
 : -4	?	13%	-20%	2.7	-6	14%	-1	-4%
34	O=C1COc2ccc(C(=O)COC(=O)Cc3ccsc3)cc2N1
 : 2	-7%[7.66 µM]	-1%[7.66 µM]	6%	0.0	-14	8%	2	-6%
35	O=C(CCCN1C(=O)/C(=C\c2cccs2)SC1=S)Nc1ccccc1O
 : -2	?	17%	-2%	-1.1	?	9%	-1	-8%
36	C=CCn1c(COc2ccccc2)nnc1SCC(=O)C(C)(C)C
 : 4	?	-6%	-18%	-4.9	23	7%	4	2%
37	O=C(NNS(=O)(=O)c1ccccc1C(F)(F)F)c1cccc(S(=O)(=O)Nc2ccccc2Cl)c1
 : 3	9%	-1%	-16%	-0.9	9	-4%	-1	-3%
38	C#CCOCCOCCOCCNc1nc(N2CCN(C(=O)[C@H](Cc3ccc(O)cc3)n3cc([C@@H](N)C(C)CC)nn3)CC2)nc(N2CCN(C(=O)[C@H](Cc3cc4ccccc4[nH]3)n3cc([C@@H](N)C(C)CC)nn3)CC2)n1 (stereo partly specified)
 : -15	-1%	-14%	-25%	0.2	-10	-4%	?	-11%
39	CCn1c(SCC(=O)N2CCCC2)nc2c(c1=O)SC(C)C2 (stereo unspecified)
 : 1	5%	-5%	0%	-1.7	-13	0%	6	0%
40	COc1c2occc2c(OC(C)=O)c2c(=O)cc(C)oc12
 : -17	10µM*	-15%	3%	-3.3	-24	10%	-6	-4%
41	CC(=O)Nc1ccc(S(=O)(=O)Nc2ccc(S(=O)(=O)N3CCCCCC3)cc2)cc1
 : -6	2%	-4%	-8%	-1.2	1	4%	-8	-27%
42	CN(CC(=O)Nc1ccccc1C(F)(F)F)C(=O)Cn1c(=O)oc2ccccc21
 : 4	2%	-6%	-2%	-2.0	14	0%	-2	-3%
43	CC1(C)CC(NCc2ccccc2)=CC(=S)N1
 : 3	20%	5%	-7%	1.6	0	6%	-23	-5%
44	O=C(Nc1ccc(S(=O)(=O)N2CCCC2)cc1)c1ccc(CN2CCc3ccccc3C2)cc1
 : -24	?	-7%	-2%	-4.4	?	-2%	2	-9%
45	CCc1ccc2c(COC(=O)c3n[nH]c4ccccc34)cc(=O)oc2c1
 : -7	-25%	-26%	-2%	-1.4	5	-8%	-1	-7%
46	CC1(C)Oc2ccc3ccc(=O)oc3c2-c2cnoc21
 : 5	23%	-3%	0%	4.2	27	0%	-22	-26%
47	CC1CCc2c(sc(NC(=O)C3CCCO3)c2C#N)C1 (stereo unspecified)
 : -1	4%[0.307 µM]	13%[0.307 µM]	-8%	1.4	-23	27%	2	-17%
48	C/C(=N\N1CCN(c2ccccc2)CC1)c1cccs1
 : -5	25%	-1%	-7%	-1.7	-6	6%	3	-4%
49	CN(CC(=O)Nc1ccc(N2CCOCC2)cc1)C(=O)c1ccc(O)c(Cl)c1
 : -1	1%	0%	-7%	0.1	0	2%	-5	-2%
50	COc1ccc(OC)c(S(=O)(=O)Nc2c(F)cccc2F)c1
 : 0	-1%	13%	-3%	-1.9	-26	2%	-2	-13%
51	COc1ccnc(CSC(N)=Nc2ccc(F)cc2)c1
 : -5	?	?	-2%	-2.0	-71*	-1%	?	?
52	O=C(COc1ccc(Cl)cc1)NNC(=O)c1ccccn1
 : 4	-26%	0%	-11%	2.2	-16	-1%	4	3%
53	CC1CCN(C(=O)c2cc3nc(-c4ccccc4)cc(-c4ccccc4)n3n2)CC1
 : 0	58%[activator]	16%	-9%	-2.6	25	2%	.	-7%
54	COc1ccc(C(=O)NCCSCc2ccco2)cc1OC
 : -2	5%	-4%	3%	-2.2	18	19%	.	-3%
55	Cc1cc(C)c2nc(SCC(=O)Nc3ccccc3N3CCOCC3)c(C#N)cc2c1
 : -3	12%	-13%	-3%	-2.6	-19	-8%	-3	30µM*
56	Oc1oc(-c2ccccc2)nc1/C=N/c1nccs1
 : -3	0%	14%	-10%	-1.3	-3	2%	-11	3%
